FUS suppressor = FUS proteinopathy suppression in yeast | S. cerevisiae FUS-expressing, growth rescue, OD600, 24 h | Potency, µM (highest dose often 76.6 µM), for inactives: at the highest dose growth rescue (activation), actives largely listed as activators | 390,000 compounds, 0.24% hits | AID 1347120;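 also: potency is read from the fitted curve at half-maximal effect; plate controls were DMSO vehicle for no effect and reference control for full effect; nearly all actives have a fitted effect of over 55% in size; some results filed as inactive show a strong effect at the top dose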
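Steps: raffinose overnight preculture; dilution to OD 0.005 in 2% galactose minimal medium; compound addition (concentration series); 24hr at 30C, 99% humidity; absorbance read at 600 nm.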
GLP-1R agonist = activates the human GLP-1 receptor; HEK293 GLP-1R CRE-luciferase, luminescence, 4-6 h; cells express a hypersensitive GLP-1R form; Potency, µM (series often up to 45.6 µM), inactives show top-dose activation, usual class: activators; 380,000 compounds, 0.007% hits; P43220; AID 624172; also: potency is read from the fitted curve at half-maximal effect; % of control where 0% means no effect
Target sequence (P43220 whole entry, looked up): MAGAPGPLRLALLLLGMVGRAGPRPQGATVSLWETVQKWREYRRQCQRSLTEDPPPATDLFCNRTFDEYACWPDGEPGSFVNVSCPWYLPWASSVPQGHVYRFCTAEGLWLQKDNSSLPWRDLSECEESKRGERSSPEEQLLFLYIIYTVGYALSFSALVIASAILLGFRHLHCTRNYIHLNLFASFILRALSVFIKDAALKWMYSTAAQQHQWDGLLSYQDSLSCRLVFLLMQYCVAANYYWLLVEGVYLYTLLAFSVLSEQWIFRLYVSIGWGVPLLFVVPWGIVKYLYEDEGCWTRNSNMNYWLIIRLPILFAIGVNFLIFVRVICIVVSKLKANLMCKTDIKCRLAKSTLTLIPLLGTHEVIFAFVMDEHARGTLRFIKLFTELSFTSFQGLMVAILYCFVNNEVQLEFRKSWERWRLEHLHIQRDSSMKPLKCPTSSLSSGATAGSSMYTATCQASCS
GLP1R inv ag = GLP-1 receptor (human) inverse agonism. HEK293 GLP-1R CRE-luciferase, luminescence, 24 h; GLP-1R form is constitutively active. Potency, µM (doses to about 38.3 µM), without a hit: at the highest dose activity change, negative = inhibition, hits mostly inhibitors. 410,000 compounds, 1.6% hits; also: potency is read from the fitted curve at half-maximal effect; % is scaled to controls: 0 for no effect and ±100 for the full control effect; nearly all actives have a fitted effect of over 55% in size
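Cells are plated, allowed 12 hours at 37 deg C, then treated with compounds for 24 hr before luciferase detection reagent is added and luminescence is read after 12 min at room temperature. The HEK293 line carries constitutively active GLP-1R with a cAMP-responsive reporter.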
TDP-43 yeast inh = rescues yeast growth from TDP-43 toxicity; TDP-43 expressing yeast growth rescue, BacTiter-Glo, 24 h; Potency, µM (highest dose often 46.1 µM), for the others: at the top dose growth rescue (activation), hits mostly activators; 410,000 compounds, 1.8% hits; AID 652104; also: potency is read from the fitted curve at half-maximal effect; % of control where 0% means no effect; nearly all actives have a fitted effect of over 50% in size
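Growth rescue of TDP-43-toxic yeast measured as ATP luminescence (BacTiter-Glo). Cells grown to mid-log in raffinose, induced in galactose at OD600=0.02, exposed to compound 24 hr at 30 deg C.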
PTHR1 agonist = PTHR1 (human) receptor agonism | Potency, µM (highest dose often 115 µM), for inactives: at the top dose activation, hits mostly activators | 410,000 compounds, 0.075% hits | HEK293 GP2 PTHR1 cells, GloSensor cAMP luminescence, 1 h | AID 743266; also: potency is read from the fitted curve at half-maximal effect; nearly all actives have a fitted effect of over 55% in size; some results filed as inactive show a strong effect at the top dose; inactives centre near -15; many of its hits are not listed in these tables
Target sequence (Q03431 whole entry, looked up): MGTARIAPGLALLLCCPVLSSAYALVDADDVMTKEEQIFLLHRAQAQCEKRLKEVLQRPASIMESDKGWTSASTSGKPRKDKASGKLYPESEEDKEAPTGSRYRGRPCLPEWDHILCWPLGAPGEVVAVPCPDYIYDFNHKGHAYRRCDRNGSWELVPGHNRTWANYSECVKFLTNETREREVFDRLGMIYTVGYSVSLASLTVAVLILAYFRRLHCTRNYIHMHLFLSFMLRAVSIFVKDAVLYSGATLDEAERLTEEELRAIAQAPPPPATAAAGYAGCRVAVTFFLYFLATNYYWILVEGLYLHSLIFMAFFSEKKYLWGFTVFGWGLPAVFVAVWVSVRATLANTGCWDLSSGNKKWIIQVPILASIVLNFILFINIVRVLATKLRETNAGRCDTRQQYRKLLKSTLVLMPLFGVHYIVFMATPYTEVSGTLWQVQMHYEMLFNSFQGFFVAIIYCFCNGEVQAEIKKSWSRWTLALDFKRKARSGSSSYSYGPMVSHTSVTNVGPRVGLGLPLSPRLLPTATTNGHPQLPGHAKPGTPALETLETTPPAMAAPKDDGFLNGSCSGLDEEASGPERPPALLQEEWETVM
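HEK-293-derived GP2 cells expressing PTHR1 and a GloSensor cAMP reporter, 3,000/well, plated overnight, given luciferin plus IBMX (each 0.5 mM as added) for 1 h at 37 °C, then compound for 1 h at 37 °C. Luminescence was read after 15 min at room temperature.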
Abeta yeast res = restores growth of yeast expressing A-beta42 peptide; yeast expressing A-beta42, growth rescue, OD600, 48 h; response scale: 0% DMSO, 100% iron-clioquinol control; Potency, µM (titrated, usually from 46.1 µM), without a hit: at the highest dose growth rescue, most hits filed as activators; 410,000 compounds, 0.063% hits; also: potency is read from the fitted curve at half-maximal effect; nearly all actives have a fitted effect of over 55% in size
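Growth rescue measured by 600 nm absorbance after 48 h yeast culture at 30 C with compound. Values normalized between DMSO and an equimolar ferric chloride plus clioquinol control.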
aSyn yeast inh = alpha-synuclein toxicity inhibition in yeast. Yeast expressing alpha-synuclein, growth rescue, BacTiter-Glo, 24 h. Potency, µM (highest dose often 46.1 µM), for the others: at the highest dose growth rescue (activation), most hits filed as activators. 370,000 compounds, 0.14% hits. AID 652106; also: potency is read from the fitted curve at half-maximal effect; % of control where 0% means no effect; nearly all actives have a fitted effect of over 65% in size
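Galactose-induced alpha-syn yeast (OD600=0.02, raffinose-pregrown) + pinned cpd, 24 hr, 30 deg C; growth by BacTiter-Glo luminescence. Growth restoration scores as activation.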
D3 antag = blocks the human D3 dopamine receptor; max response, negative = inhibition, %; P35462; AID 652054; D3R cells, DiscoveRx beta-arrestin luminescence, antagonist mode; stronger effect = lower value; 360,000 compounds, 2.5% hits; in the data active = max response below about -50%; inconclusive = no clear call, values can overlap the other calls; also: % is scaled to controls: 0 for no effect and ±100 for the full control effect; mostly tested at two doses, the higher about 12 µM
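Cells expressing the human receptor were seeded at 1500 cells/well, incubated overnight at 37 degrees C in 5% CO2, then exposed to library compounds with dopamine controls for 90 minutes at 37 degrees C before luminescent detection.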
Akt phos inh = blocks phosphorylation of Akt | 360,000 compounds, 0.32% hits | Neuro2A IGF-stimulated pAkt S473 HTRF, 20 min; stronger effect = lower value | AID 651550 | activity change, % for hits at 50 µM; in the data active = activity change below about -80%; inconclusive = mostly about -51% to -80%; also: % is scaled to controls: 0 for no effect and ±100 for the full control effect
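Single-point screen (50 µM final compound) in Neuro2A cells stimulated 20 min with 6 nM IGF at 37 deg C. After lysis, Ser473-phosphorylated Akt read by HTRF (ex 330 nm, em 615/665 nm) as the 665/615 ratio.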
The depositor's hits bear a star; i = inactive; u = inconclusive; x = no result given; & = joins results of further samples; [ ] = dose if it differs, or a comment. Unless noted, calls follow the shape of the dose curve; as a rule, active = well fitted curve in the direction sought with a large enough effect; inconclusive = small, poorly fitted or top-dose-only effect, or another doubt; inactive = no such curve, though single readings can be large; an effect the other way counts as inactive or inconclusive. This is a subset; the hit share may differ from the screen's.

smiles,GLP1R inv ag,GLP-1R agonist,Abeta yeast res,FUS suppressor,Akt phos inh,PTHR1 agonist,aSyn yeast inh,D3 antag,TDP-43 yeast inh
Cc1ccc(S(=O)(=O)Nc2ccc3c(c2)CC(=O)N([C@H](C)CO)C[C@@H](C)[C@H](CN(C)S(=O)(=O)c2ccccc2)O3)cc1,18%,14%,7%,u,i,i,0%,3,17%
COc1ccc(N(CC(=O)NCCOc2ccccc2)S(=O)(=O)c2ccc(C)cc2)cc1,u,10%,18%,4%,i,u,9%,-12,1%
CCc1ccc(-n2c(=O)c3c(C)c(C(=O)N(C)C)sc3n(CC(=O)NCc3ccco3)c2=O)cc1,7%,-13%,5%,9%,i,-3%[57.5 µM],1%,8,-13%
CCOc1ccc(CN2CCc3nc(N4CCN(c5ccccc5OC)CC4)ncc3C2)cc1OC,u,x,1%,9%,x,-95%[inhibitor],x,x,17%
Fc1cccc(Cl)c1CN1CCN(c2nc3ccccc3s2)CC1,u,20%,20%,-5%,i,-23%,u,-8,7%
Cc1cc(C)cc(OC(=O)CS(=O)c2ccc(C(F)(F)F)cc2[N+](=O)[O-])c1 (configuration not stated),u,-2%,-38%[inhibitor],x,i,-24%,-23%,-73*,u
Cc1c(C)n2c(SCC(=O)N3CCOCC3)nnc2[nH]c1=O,6%,5%,1%,4%,i,-6%,0%,18,-19%
CCOc1cccc2sc(N(CCCN(C)C)C(=O)c3ccc(S(=O)(=O)N(C)CC4CCCO4)cc3)nc12 (configuration not stated),u,6%,-13%,26%,i,-32%[inhibitor],-4%,u,-28%
Cc1ccccc1NC(=O)CSc1ccc(-c2ccccn2)nn1,-6%&3%,-1%,0%&-28%,-15%,i,-5%,5%,31,u
O=[N+]([O-])c1ccc(N2CCNCC2)c(S(=O)(=O)N2CCOCC2)c1,9%,0%,1%,7%,i,i,0%,2,-7%
CCOC(=O)c1sc(C)c(C(=O)NCCCN2CCOCC2)c1N,4%,-2%,-6%,-3%,i,i,5%,1,13%
O=C(NCCCn1ccnc1)Nc1ccc(Cl)cc1Cl,-10%,-3%,-4%,18%,i,i,0%,-9,-11%
CC(C)(C)c1ccc(C(=O)NCCCNC(=O)c2ccccn2)cc1,-32%,18%,-16%,31%,i,i,-9%,-23,-14%
Cc1c(C(=O)OC(C)C)sc(NC(=O)c2cnccn2)c1C(=O)OC(C)C,12%,2%,-10%,-31%,i,i,-2%,2,2%
Cc1noc(C)c1C(=O)Nc1nc(-c2ccccc2Cl)cs1,-8%,1%,5%,x,i,-18%,2%,28,u
COc1ccc(NC(=O)N(C)C[C@H]2OCc3cnnn3CCCC(=O)N([C@@H](C)CO)C[C@H]2C)c(OC)c1,12%,5%,10%,-22%,i,-23%,-1%,15,0%
COc1ccc(Cn2c(C(F)(F)F)ccc(C(N)=O)c2=O)cc1,16%,2%,5%,-2%,i,-14%,9%,-2,22%
Cc1ccc(-c2nnn(CC(=O)N(Cc3cccs3)C(C(=O)NCC3CCCO3)c3ccco3)n2)o1 (configuration not stated),1%,-5%,-4%,-10%,i,23%,-6%,14,1%
O=C(CN1C(=O)COc2ccc(S(=O)(=O)N3CCOCC3)cc21)N1CCN(c2ccc(Cl)cc2)CC1,-1%,1%,-7%,27%,x,i,u,x,7%
Cc1cc(C)cc(NC(=O)CN2CCC(C(=O)c3ccccc3)CC2)c1,u,7%,-6%,8%,i,i,-4%,0,5%

Brought forward from above: 2 entries; new compounds follow.
smiles,GLP1R inv ag,GLP-1R agonist,Abeta yeast res,FUS suppressor,Akt phos inh,PTHR1 agonist,aSyn yeast inh,D3 antag,TDP-43 yeast inh
O=C(CN1C(=O)COc2ccc(S(=O)(=O)N3CCOCC3)cc21)N1CCN(c2ccc(Cl)cc2)CC1,-1%,1%,-7%,27%,x,i,u,x,7%
Cc1cc(C)cc(NC(=O)CN2CCC(C(=O)c3ccccc3)CC2)c1,u,7%,-6%,8%,i,i,-4%,0,5%
COc1ccccc1NC(=O)C(C)OC(=O)C(C)SCC(=O)Nc1ccc(C)cc1 (configuration not stated),u,-2%,-2%,21%,i,i,-4%,-13,25%
CCOC(=O)c1cccc(N2C(=O)Nc3ccccc3N2O)c1,2%,12%,-2%,x,i,-1%,-3%,u,12%
CCOC(=O)c1ccc(Oc2nc(N(C)C)nc(N(C)C)n2)cc1,-61%,5%,-34%[inhibitor],7%,i,-6%,3%,64,19%
CCCCn1c(N)c(N(CCC(C)C)C(=O)CN2C(=O)C3CCCCC3C2=O)c(=O)[nH]c1=O (configuration not stated),-13%,0%,-2%,18%,i,-21%,7%,7,-24%
COc1ccc(CNC(=O)C2(CC3CC(c4ccccc4)=NO3)CCN(C(=O)C3(C)CC3)CC2)cc1 (configuration not stated),-3%,7%,4%,22%,i,-25%,3%,16,10%
O=C(NCCC1CCCCN1S(=O)(=O)c1ccc(F)cc1)C(=O)NCc1cccnc1 (configuration not stated),7%,0%,13%,4%,i,i,-3%,-21,-1%
CCOC(=O)CSc1nc2sc3c(c2c(=O)n1-c1ccc(OC)cc1)CCN(C)C3,-3%,3%,-7%,u,i,i,2%,-27,-4%
CCOC(=O)C1(CCc2ccccc2)CCN(Cc2cnc(N(C)C)s2)CC1,u,15%,-10%,18%,i,-25%,0%,-20,-10%[0.397 µM]
COc1cccc(Nc2c(Nc3cccc(OC)c3)c(=O)c2=O)c1,-10%,-1%,0%,1%,i,i,5%,-68*,8%
COc1ccc(N=NC2C(=O)N(c3ccccc3)N=C2C)cc1 (configuration not stated),10%,-2%,4%,-16%,i,-3%,-4%,-5,2%

As entered above.
In aSyn yeast inh, COc1ccc(N(CC(=O)NCCOc2ccccc2)S(=O)(=O)c2ccc(C)cc2)cc1 shows 9%
In aSyn yeast inh, Cc1c(C(=O)OC(C)C)sc(NC(=O)c2cnccn2)c1C(=O)OC(C)C shows -2%
In FUS suppressor, Cc1ccc(-c2nnn(CC(=O)N(Cc3cccs3)C(C(=O)NCC3CCCO3)c3ccco3)n2)o1 (configuration not stated) shows -10%

Other results:
smiles,GLP1R inv ag,GLP-1R agonist,Abeta yeast res,FUS suppressor,Akt phos inh,PTHR1 agonist,aSyn yeast inh,D3 antag,TDP-43 yeast inh
Cc1ccc(-c2csc3ncnc(NS(=O)(=O)c4ccc(Cl)cc4)c23)cc1,5%,0%,-4%,-29%,i,-32%[inhibitor],1%,2,7%
O=C(Nc1ccccc1)Nc1nnc(-c2cccs2)s1,17%,-3%,1%,x,i,-5%,1%,14,4%
O=C1NC(CCc2ccccc2)C(=O)N1CCOc1ccccc1 (configuration not stated),-8%,-2%,24%,-31%,i,-10%,-2%,-22,0%
CCOC(=O)c1cc(-c2ccccc2)n(CC(=O)Nc2cccc(OC)c2)c1C,-14%,-1%,0%,x,i,i,2%,2,9%
COc1ccc(Cc2[nH]n3c(=O)c(Cl)c(C)nc3c2-c2ccccc2)cc1,13%,0%,-1%,-7%,i,-22%,3%,57,-2%
C=CCC[C@@H](Cc1ccc(F)cc1)C(=O)OCCNC(=O)[C@H](CC=C)CC(=O)NCCO,-18%,6%,-7%,18%,i,i,-1%,-8,20%
FC(F)(F)c1nc(=S)c2ccccc2[nH]1,3%,-3%,-54%[inhibitor],-40%,i,-23%,-4%,-19,10µM*
OCc1ccccc1OCCOc1ccc(Cl)c2cccnc12,2%,16%,-5%,16%,i,-43%[inhibitor],4%,9,u
COc1cccc(NC(=O)CSc2nc3c(c(-c4ccco4)c2C#N)CCCC3)c1,6%,-11%,5%,0%,u,i,0%,3,-3%
COc1ccc(/C=N/Nc2nc(-c3ccc(Cl)cc3)cc(C(F)(F)F)n2)c(OC)c1,-4%,4%,-9%,0%,i,-10%,0%,10,-16%
CCCNC(=O)N(C)C[C@@H]1Oc2ncc(-c3ccncc3)cc2C(=O)N([C@H](C)CO)C[C@@H]1C,12%,-7%,8%,25%,i,-20%,5%,-5,13%
Cc1cc2ncc(-c3cccs3)nc2cc1C,-4%,1%,-28%,-16%,i,-92%[inhibitor],-21%,-4,-10%
CCOC(=O)c1cc(CC)sc1NC(=O)C1CC1,0%,16%,-4%,11%,i,0%,22%,11,23%
COc1ccc(C(=O)N2CCNC(=O)C2CC(=O)Nc2cccc(Cl)c2Cl)cc1 (configuration not stated),7%,0%,14%,13%,i,i,-6%,-14,-1%
CCOc1ccc(N(CC(=O)NCCc2ccc(C)cc2)S(=O)(=O)c2c(C)noc2C)cc1,u,8%,5%,26%,i,i,-1%,8,17%
Cc1cccc(C(=O)Nc2ccc(OCc3cc(=O)n4ccc(C)cc4n3)cc2)c1,0%,x,-11%,-6%,x,u,x,x,17%
Fc1ccc(N2CCN(Cc3cnc(N4CCOCC4)s3)CC2)cc1,11%,0%,-6%,-22%,i,i,-4%,-2,6%
COc1cc(/C=N/NC(=O)C2COc3ccccc3O2)ccc1O (configuration not stated),3%,16%,0%,21%,i,i,u,-56*,-10%
COc1ccc(/C=C2\Oc3cc(OCC(=O)N4CCC[C@H]4CO)ccc3C2=O)c(OC)c1,75%[activator],22%,0%,u,i,0%,1%,10,5%
COc1ccccc1OCCN1CSC(=S)N(C)C1,u,3%,-40%[inhibitor],0%,i,i,-67%[inhibitor],u,20µM*
